# ALOX12 inh – Primary qHTS assay for inhibitors of human arachidonate 12S-lipoxygenase (ALOX12): Round 2; Polyunsaturated fatty acid lipoxygenase ALOX12 (Homo sapiens), P18054; purified 12hLO, xylenol orange hydroperoxide absorbance; Potency, µM (doses to about 108 µM), without a hit: at the top dose activity change, negative = inhibition, usual class: inhibitors; hit rate 1.1% among 580,000; AID 1671190, 2021; active = well fitted inhibition curve with a large enough effect; inconclusive = small, poorly fitted or top-dose-only effect, or another doubt; inactive = no such curve, though single readings can be large or run the other way
# Target sequence (P18054 whole entry, looked up): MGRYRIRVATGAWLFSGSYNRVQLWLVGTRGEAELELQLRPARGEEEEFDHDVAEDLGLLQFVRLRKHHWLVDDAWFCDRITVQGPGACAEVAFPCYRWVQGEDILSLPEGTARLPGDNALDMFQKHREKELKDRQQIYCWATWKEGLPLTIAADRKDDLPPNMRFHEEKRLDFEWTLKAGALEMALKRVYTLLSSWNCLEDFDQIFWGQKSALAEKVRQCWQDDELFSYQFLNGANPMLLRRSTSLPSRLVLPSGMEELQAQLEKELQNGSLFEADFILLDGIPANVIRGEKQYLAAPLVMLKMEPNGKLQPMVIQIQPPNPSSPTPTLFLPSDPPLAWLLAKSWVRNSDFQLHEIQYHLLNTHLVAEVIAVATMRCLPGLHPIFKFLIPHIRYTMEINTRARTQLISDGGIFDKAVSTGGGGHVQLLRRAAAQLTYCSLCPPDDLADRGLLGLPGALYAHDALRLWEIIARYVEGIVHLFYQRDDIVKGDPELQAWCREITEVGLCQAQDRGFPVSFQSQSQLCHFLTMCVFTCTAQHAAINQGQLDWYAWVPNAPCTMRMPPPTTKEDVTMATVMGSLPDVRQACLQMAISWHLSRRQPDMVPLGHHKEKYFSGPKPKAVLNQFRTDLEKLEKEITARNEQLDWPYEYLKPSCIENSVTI
#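 Purified human 12hLO (150 nM final) in 25 mM Hepes, 0.01% Triton X-100, pH 7.0 was preincubated 15 min at room temperature with compound. Then 40 uM arachidonic acid was added, 30 min. Hydroperoxide was read by Fe-XO absorbance ratio 573/405 nm.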
# * marks the source's active call; other numbers are inactive results; ? = inconclusive; [ ] = dose if it differs, or a comment. % is set by controls: 0 for no effect and ±100 for the full control effect; potency is the fitted concentration of half-maximal effect. The list is partial; rates above refer to the full screens.
SMILES,ALOX12 inh
COc1ccc(Cl)cc1-c1ccc2c(c1)C(=O)N1CC[C@H](NC(=O)C3CCCC3)C[C@H]1C(=O)N2,?
COc1ccccc1OCCNC(=O)c1ccc2c(c1)N(C)C1CCCCN1C2=O (configuration not stated),?
NCCCC(=O)N1CCCC(N2CCN(c3cccc(Cl)c3)CC2)C1 (configuration not stated),?
CCN(CC)C(=O)c1c(NC(=O)c2ccccc2F)sc2c1CCC(C)C2 (configuration not stated),-14%
CN(CC(=O)NC1CC1)C(=O)CSc1nnc(-c2ccc(Cl)cc2)n1C,?
COc1ccc(CNC(=O)CC[C@H]2CNC(=O)[C@@H]3[C@@H](CCN3Cc3cccc(Cl)c3)N2C)cc1,-5%
Cc1ccc(NC(=O)C(C)N(C)Cc2ccc3ccccc3c2)c(C)c1 (configuration not stated),17%
Oc1ccc(-c2nc(C3CC3)nc3c2CCN(Cc2ccccc2C(F)(F)F)CC3)cc1,4%
Cc1ccc(-c2cnc(CCC(=O)Nc3cccc(C)c3C)o2)cc1,1%
COc1ccc(C(=O)/C=C/c2ccc(N)cc2)cc1,-24%

# Some of these compounds in order of their number in ALOX12 inh, smallest number first:
SMILES,ALOX12 inh
COc1ccc(C(=O)/C=C/c2ccc(N)cc2)cc1,-24%
Cc1ccc(-c2cnc(CCC(=O)Nc3cccc(C)c3C)o2)cc1,1%
Oc1ccc(-c2nc(C3CC3)nc3c2CCN(Cc2ccccc2C(F)(F)F)CC3)cc1,4%

# The results go on:
SMILES,ALOX12 inh
COC(=O)C1=C(CN2CCN(c3ccccn3)CC2)NC(=O)NC1c1ccc(C)cc1 (configuration not stated),?
Cn1cnnc1CC1CCN(Cc2nc3ccccc3n2C)CC1,16%
COc1ccc(NC(=O)c2ccc3c(c2)N(S(C)(=O)=O)CC3)cc1OC,27%
COC(=O)[C@H](Cc1ccc(OC)cc1)NC(=O)[C@H]1CN(C(=O)c2ccc(N(C)C)cc2)CCN1C(=O)C1CCCCC1,7%
O=C1CCn2nnc(CNc3ccc(OC(F)(F)F)cc3)c2CN1Cc1ccccc1,0%[176 µM]
COc1cc(-c2ccnc3nc(Cc4cc(F)cc(F)c4)nn23)cc(OC)c1OC,23%
Cc1cc(C(=O)NCC2(c3ccccc3)CCC2)cc(S(N)(=O)=O)c1C,12%
COC(=O)c1ccccc1NC(=O)NCc1nc(-c2ccccc2)oc1C,5%
Fc1cccc(-c2cnc([C@@H]3COCCN3Cc3ccccc3)[nH]2)c1,26%[176 µM]
CCN1CCN(Cc2cc(=O)oc3cc(O)c(Cl)cc23)CC1,2%
CC(C)C[C@@H]1N[C@H](C(=O)NCc2ccc(F)cc2)Cc2c[nH]c3cccc1c23,-3%[176 µM]
NC(=O)c1nc(CNC(=O)CC(c2ccccc2)c2ccc3c(c2)OCO3)no1 (configuration not stated),56%[activator]
Cc1cnc(C(=O)N[C@@H]2CN(Cc3ccccc3)C[C@H]2CO)cn1,51%[activator]
O=C(O)c1ccccc1NS(=O)(=O)c1ccc(N/N=C/c2c(-c3ccccc3)[nH]c3ccccc23)c([N+](=O)[O-])c1,13µM*
Cc1ccc(-c2nc3ccccc3s2)cc1NC(=O)c1ccccc1C,-37%
Cc1cccc(CN2CCNc3cnc(OCc4cccnc4)cc3C2)c1,95%[activator][176 µM]
COc1ccc(-c2noc(-c3cccn3CC(=O)NC3CCCC3)n2)cc1F,12%
O=C1Nc2cc(C(=O)N3CCN(c4ccccc4)CC3)ccc2N2CCCC12 (configuration not stated),?
O=C(c1ccc2[nH]ccc2c1)N1CCCN(c2cc(-c3ccc(Br)cc3)[nH]n2)CC1,-18%
Cc1nc2cncnc2n(C2CC2)c1=O,0%
CNC(=O)c1cccc(-c2cnc3[nH]cc(CC(=O)NCc4cccc(F)c4)c3c2)c1,8%[176 µM]
COc1cc(OC)cc(-c2cc3c(Nc4cccc(O)c4)nccc3[nH]2)c1,?
O=C(NCCNC(=O)c1cc2ccccc2[nH]1)C(=O)NC1CC1,14%
COc1ccccc1CNC(=O)COC(=O)c1nn(CC(C)C)c(=O)c2ccccc12,-5%
CCOC(=O)c1cc(NC/C=C/c2ccccc2)ccc1N1CCOCC1,-18%
Cc1ccccc1-c1nccc(NCc2cccs2)n1,?
CCOc1ccccc1C(=O)N1CCCN(C(=O)C2CC2)c2ccccc21,10%
C[C@@H]1ON(C)[C@H]2C[C@H]3c4[nH]c5c(-c6ccc7c(c6)OCO7)cccc5c4CCN3C(=O)[C@@H]12,-22%
Cc1ccc(CC(=O)N(CC#N)C2CC2)s1,?
CC(C)CNc1nc(C(=O)Nc2nccs2)cs1,64%[activator]
COc1ccc(C(=O)NCCC2CCN(C(=O)Nc3ccc(F)cc3F)CC2)cc1OC,32%
Cc1cc2c(cc1S(=O)(=O)N(C)CC(=O)N1CCCCC1)OC(C)C(=O)N2 (configuration not stated),-1%
CCOC(=O)c1cnc(SCc2nc(-c3ccccc3Cl)oc2C)nc1N,13%
CS(=O)(=O)N(C1CCOCC1)C1CN(C(=O)CCc2c[nH]c3ccccc23)C1,19%
S=c1sc2c(s1)SCCCCS2,-68%
FC(F)(F)c1ccnc(N2CCOCC3(CN(Cc4ccccc4)C3)C2)n1,29%[176 µM]
C[C@@H](NC(=O)c1cccn1C)c1onc(-c2ccc(F)cc2)c1C(=O)O,6%[176 µM]
O=C(Cc1ccccc1)Nc1ccc(N2CCOCC2)c(Cl)c1,2%
Cc1c(C(=O)N2CC[C@@H]3[C@@H](CCC(=O)N3CCN)C2)[nH]c2ccccc12,-3%
CN1C(=O)[C@@H]2C[C@@H](O)CN2C2(CN(Cc3cccs3)C2)C1=O,39%[176 µM]

# Shown bar-delimited: entries from further up
Molecule | ALOX12 inh
O=C(Cc1ccccc1)Nc1ccc(N2CCOCC2)c(Cl)c1 | 2%
Cc1c(C(=O)N2CC[C@@H]3[C@@H](CCC(=O)N3CCN)C2)[nH]c2ccccc12 | -3%

# Continuation:
SMILES,ALOX12 inh
CCCOc1ccc(C(=O)C(CCC(CNC(C)(C)C)C(=O)c2ccc(OCCC)cc2)CNC(C)(C)C)cc1 (configuration not stated),?
FC(F)(F)c1cccc(/C=N/Nc2ccc(Cl)cc2)c1,7.1µM*
Cc1ccc(CN2CCOCCNC(=O)CC2)o1,37%[activator]
COCC(=O)N1CCC2(CC1)CN(c1cccc(-c3ccccc3)c1)C2,-11%[57.4 µM]
Cc1oc(-c2cccc(NC(=O)c3ccccn3)c2)nc1CNC(=O)c1ccc(C(F)(F)F)cc1,12%
O=C1c2c(nc(COc3cccc(Cl)c3)n2Cc2ccccc2)NCCN1CCOc1ccccc1,-8%
O=C(c1ccco1)N1CC(Oc2cccc(-c3nc(-c4ccccc4)no3)c2)C1,-2%
Cc1oc2cc(O)ccc2c(=O)c1-c1nc2ccccc2s1,-23%
Cc1cc(=O)n(CC(=O)Nc2ccc3c(c2)OCCO3)c(N2CCc3ccccc3C2)n1,-3%
CN(Cc1ccccc1)C(=O)c1cc(-c2ccc(F)cc2)n[nH]1,3%
CCn1c(CO)nnc1C1CC(NC(=O)c2ccccc2-n2cccn2)C1 (configuration not stated),116%[activator]
Cc1ccccc1NC(=O)c1cnn2cccnc12,21%
Cc1ccc(-c2cc(N3CCCN(C(=O)c4cccc(N(C)C)c4)CC3)n[nH]2)cc1C,-25%
Cn1ccnc1-c1cn(CCNC(=O)c2ccc(F)cc2)nn1,-12%
Fc1ccc(-c2cc(C3CCNCC3)[nH]n2)cc1,5%
CCN(CC)c1nc2ccccc2nc1C(=O)Nc1ccccc1F,-3%
COc1ccc(CNC(=O)C2CCN(c3nc4ccccc4nc3OC)CC2)cc1,-6%
O=C(Cc1ccsc1)N1CCC2(CC1)N=C(c1ccc(Cl)cc1)NO2,-7%
CCOC(CC)C(=O)NCC1CCN(Cc2cccs2)CC1 (configuration not stated),32%[activator]
O=C(Cc1cccn1-c1ccc(F)cc1)N1CCCCC1,-4%
Cc1ncsc1C(=O)N1CCNc2cnc(Nc3cccc(C(F)(F)F)c3)nc2C1,-2%
Cc1noc(C)c1CC(=O)NC1CCc2nnc(C3CC3)n2CC1 (configuration not stated),4%
CCC1CCCCN1C(=O)c1ccc(-c2nnc3ccc(NC(=O)C4CCC4)cn23)cc1 (configuration not stated),59%[activator]
CCc1nnsc1C(=O)N(C)CCOc1cccc(Cl)c1,7%
CN(C)CCCNC(=O)C(=O)Nc1ccc2cc[nH]c2c1,-1%
O=c1oc2ccccc2cc1-c1nc(-c2ccc(F)cc2)no1,0%
COc1ccc(NC(=O)Cn2cccc2-c2nc(-c3ccc4c(c3)OCO4)no2)c(OC)c1,3%
COc1ccc(C(=O)N2CCC[C@H]2c2nc(-c3ccc(OC)c(OC)c3)no2)cc1OC,5%
COC(=O)C(C)Oc1ccc2c(C)c(-c3ccc(Cl)cc3)c(=O)oc2c1 (configuration not stated),2%
Cc1cccc(C(=O)Nc2nc3ncccn3c2-c2ccc(F)c(F)c2)c1,26%

# Of the compounds above, 14 contain an aryl methoxy group:
SMILES,ALOX12 inh
COc1ccc(Cl)cc1-c1ccc2c(c1)C(=O)N1CC[C@H](NC(=O)C3CCCC3)C[C@H]1C(=O)N2,?
COc1ccccc1OCCNC(=O)c1ccc2c(c1)N(C)C1CCCCN1C2=O (configuration not stated),?
COc1ccc(CNC(=O)CC[C@H]2CNC(=O)[C@@H]3[C@@H](CCN3Cc3cccc(Cl)c3)N2C)cc1,-5%
COc1ccc(C(=O)/C=C/c2ccc(N)cc2)cc1,-24%
COc1ccc(NC(=O)c2ccc3c(c2)N(S(C)(=O)=O)CC3)cc1OC,27%
COC(=O)[C@H](Cc1ccc(OC)cc1)NC(=O)[C@H]1CN(C(=O)c2ccc(N(C)C)cc2)CCN1C(=O)C1CCCCC1,7%
COc1cc(-c2ccnc3nc(Cc4cc(F)cc(F)c4)nn23)cc(OC)c1OC,23%
COc1ccc(-c2noc(-c3cccn3CC(=O)NC3CCCC3)n2)cc1F,12%
COc1cc(OC)cc(-c2cc3c(Nc4cccc(O)c4)nccc3[nH]2)c1,?
COc1ccccc1CNC(=O)COC(=O)c1nn(CC(C)C)c(=O)c2ccccc12,-5%
COc1ccc(C(=O)NCCC2CCN(C(=O)Nc3ccc(F)cc3F)CC2)cc1OC,32%
COc1ccc(CNC(=O)C2CCN(c3nc4ccccc4nc3OC)CC2)cc1,-6%
COc1ccc(NC(=O)Cn2cccc2-c2nc(-c3ccc4c(c3)OCO4)no2)c(OC)c1,3%
COc1ccc(C(=O)N2CCC[C@H]2c2nc(-c3ccc(OC)c(OC)c3)no2)cc1OC,5%

# (cont.)
SMILES,ALOX12 inh
NS(=O)(=O)c1ccc(N/N=C/c2ccccc2)c([N+](=O)[O-])c1,5%
O=C(c1cccc2nccnc12)N1CCC2(CC1)Nc1ccccc1NC2=O,25%
NC(=O)[C@@H]1CCCN1C(=O)C1CCN(c2nc(-c3ccccc3)nc3c2CCC3)CC1,0%
Cc1noc(C)c1S(=O)(=O)N1CCC(C(=O)NCCc2noc(C3CC3)n2)CC1,0%
O=S(=O)(N[C@H]1CO[C@H]2[C@@H]1OC[C@@H]2Nc1nccc(C2CCCC2)n1)c1cccc2cccnc12,-15%
COC(=O)C1(C(=O)/C=C/c2ccc(Cl)cc2)CCCCC1,-17%
CN(Cc1nc2ccccc2n1C(F)F)S(=O)(=O)c1c(F)cccc1F,?
COCc1cc(N2CCN(C(=O)OC(C)(C)C)C[C@H]2C)ccc1Br,-2%
Cc1nnc(-c2cc(C(=O)NCC(C)C)ccn2)n1CCc1ccccc1,?
COc1ccc(CNC(=O)CCc2ncc(-c3ccccc3)o2)cc1,17%
CC(=O)N[C@@H]1C=C[C@@H](CC(=O)NCc2ccc(Cl)cc2)O[C@@H]1CO,-8%
CCOC(=O)c1nc2cc(C)c(C)cc2nc1NCCc1ccc(OC)c(OC)c1,-19%
C[C@H](CCC(=O)NCC(=O)O)C1CC[C@H]2C3CC[C@@H]4C[C@H](O)CC[C@]4(C)C3C[C@H](O)[C@]12C (some centres not stated),7%
O=C(N[C@@H]1CNCCC[C@H]1O)c1ccc(OCc2ccccc2)cc1,8%[176 µM]
COc1ccc(-c2cc(C[C@@H]3CC[C@H](O)[C@@H](CNC(=O)Nc4ccccc4OC)O3)no2)cc1,?
CC(=O)c1cn(CC(=O)NCc2ccncc2)c2ccccc12,33%[activator]
N#CCSc1nnc(-c2ccccc2)n1-c1ccc(F)cc1,-5%
Cc1nn2c(c1-c1ccccc1OCc1ccccc1)N(C(=O)CCc1cccnc1)CCC2,71%[activator]
COc1cccc(N2CC(C(=O)N3CCCC3)NC2=O)c1 (configuration not stated),51%[activator][176 µM]
Cc1ccc(C)c(NC(=O)c2ccc3c(=O)n(-c4ccccc4)c(=O)[nH]c3c2)c1,9%

# Bioassay records (PubChem)
